rad50 – NCI yeast anticancer drug screen, S. cerevisiae rad50 strain; growth inhibition, % at 50 µM; actives 10% (n = 79,000); AID 155;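 also: 0% = growth of vehicle-only cultures of the same strain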
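A DNA repair-deficient yeast mutant serves as the test organism; compound-induced growth inhibition is calculated against vehicle-treated cells.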
yeast cln2 rad14 – NCI yeast anticancer drug screen, S. cerevisiae cln2 rad14 strain | growth inhibition, % at 50 µM | actives 8.3% (n = 78,000) | AID 165;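 also: 0% = growth of vehicle-only cultures of the same strain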
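Growth of compound-exposed yeast (cln2 rad14 genotype) measured and expressed as inhibition relative to vehicle.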
bub3 – NCI yeast anticancer drug screen, S. cerevisiae bub3 mutant strain; AID 167; growth inhibition, % at 50 µM; actives 9.9% (n = 78,000);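 also: 0% = growth of vehicle-only cultures of the same strain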
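Whole-cell yeast assay. The mutant strain was incubated with compounds, and growth inhibition was determined by comparison with vehicle-treated cells.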
sgs1 mgt1 – NCI yeast anticancer drug screen, S. cerevisiae sgs1 mgt1 strain; AID 161; actives 10% (n = 78,000); growth inhibition, % at 50 µM;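 also: 0% = growth of vehicle-only cultures of the same strain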
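Read-out: growth inhibition vs vehicle controls. Cells: mutant yeast strain deficient in DNA damage repair.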
mlh1 rad18 – NCI yeast anticancer drug screen, S. cerevisiae mlh1 rad18 strain | % growth inhibition at 50 µM | actives 11% (n = 79,000) | AID 175;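 also: 0% = growth of vehicle-only cultures of the same strain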
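Test agents were incubated with a yeast strain of defined genotype (DNA damage repair defect). Inhibition of growth was derived by comparison with vehicle-exposed cultures.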
yeast mec2-1 – NCI yeast anticancer drug screen, S. cerevisiae mec2-1 strain; growth inhibition, % at 50 µM; actives 9% (n = 79,000); AID 157;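 also: 0% = growth of vehicle-only cultures of the same strain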
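Each compound was tested on mec2-1 yeast, a strain altered in DNA damage repair or cell cycle control. Growth inhibition is reported relative to vehicle.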
An asterisk follows results filed as active; & = joins results of further samples. Rule as the data show it: active = growth inhibition above about 70%; inactive = the rest.

SMILES | rad50 | yeast cln2 rad14 | bub3 | sgs1 mgt1 | mlh1 rad18 | yeast mec2-1
COC(=O)c1cncn1C1CC1 | 8.2 | -58.5 | -3.0 | -3.2 | -8.2 | -7.1
CC(N)(CC(O)(C(F)(F)Cl)C(F)(F)Cl)C(=O)O (centres undefined) | -48.1 | -9.2 | -13.7 | -33.4 | -28.8 | -37.7
Cc1nc(N)nc(-c2ccccc2)c1N=Nc1cc(Br)ccc1Br | 33.6 | -10.6 | 2.9 | -6.0 | 3.9 | -10.4
COc1ccccc1C(c1cc2c(cc1O)OCO2)N1CCOCC1 (centres undefined) | 99.0* | 77.4* | 31.9 | 85.3* | 42.4 | 98.6*
Cc1ccc(S(=O)(=O)Nc2nc3ccccc3c(=O)n2C2CCCCC2)cc1 | 27.2 | 2.1 | -19.5 | -43.2 | -3.5 | 11.3
Cc1cccc2c(N3CCN(c4ccccc4)CC3)c3c(nc12)CCCCC3 | 11.4 | -3.0 | 3.2 | -12.3 | -2.7 | -22.7
O=C1CCC(O)N1CN1C(=O)CCC1O (centres undefined) | 36.1 | 20.8 | 22.1 | 22.9 | 46.5 | 18.4
CCCCCCCCCCCCC(O)C(=O)O (centres undefined) | 12.3 | 12.8 | 35.7 | 10.2 | -39.7 | -17.9
CCCCCCCCCCCCCCCC/C=C\CCCCCCCCCCCCCCCCC | -7.8 | 17.3 | 2.2 | -0.8 | -13.1 | -18.1
COc1ccc(/C(C#N)=C\c2ccnc3ccccc23)c(OC)c1 | -7.3 | -33.4 | 6.7 | -11.6 | -12.3 | 0.9
CCN(CC)C(C)(O)CN (centres undefined) | -10.2 | 12.2 | -1.6 | -0.5 | 10.6 | 3.8
CC(=O)Nc1nc2ncc(CN(C(C)=O)c3ccc(C(=O)O)cc3)nc2c(=O)[nH]1 | -19.3 | -8.7 | -21.1 | -38.1 | -10.2 | -8.6
COc1ccc2c(c1)c1cc(OC)ccc1n2CCCCOc1ccc(-c2c3ccccc3c(-c3ccc(OCCCCn4c5ccc(OC)cc5c5cc(OC)ccc54)cc3)c3ccccc23)cc1 | 29.1 | 23.9 | 7.9 | -1.1 | 29.6 | 1.9
O=C(Nc1cccnc1)c1ccc([N+](=O)[O-])s1 | 11.1 | 9.2 | 11.1 | 29.3 | 16.1 | 0.6
CCCCNCC1C(O)CCC2CN3CCc4c([nH]c5ccccc45)C3CC21 (centres undefined) | 15.9 | 9.9 | 6.0 | 11.3 | 16.9 | 5.8
C/C=C/C(O)CCCC (centres undefined) | -13.2 | 2.8 | -28.2 | 4.2 | -7.2 | -7.2
COc1ccc(NC(=O)C(=O)C2NC(=S)NC2=O)c(OC)c1 (centres undefined) | 34.4 | 15.3 | 3.0 | 11.6 | 3.2 | 16.5
O=C(O)C1=CCCc2ccc3ccccc3c21 | 10.2 | -20.4 | -27.9 | 0.2 | 6.2 | 6.0
CC(=O)Oc1ccc(Br)cc1C(=O)O | -15.2 | -26.9 | -10.6 | -9.7 | 4.2 | -24.2
CCOC(=O)c1ncc(Cl)cc1N | 2.9 | -40.8 | -38.0 | 11.5 | -1.5 | -3.8
CCOC(=O)COc1ccccc1/C=N/NC(N)=S | -11.0 | -36.9 | -4.4 | -6.3 | -4.5 | -16.9
C=CCO[Si](C=C)(OCC=C)OCC=C | 31.8 | 10.7 | 9.6 | -5.3 | -4.0 | -10.9
COc1cc(OC)cc(C2OC3=C(Nc4ccc([N+](=O)[O-])cc4N3)C2=O)c1 (centres undefined) | 86.8* | 57.0 | 51.2 | 81.1* | 82.4* | 59.8
COc1ccc(/C=C(\NC(=O)c2ccccc2)c2nc3ccccc3[nH]2)cc1 | -42.6 | -38.4 | -7.2 | -1.4 | 4.7 | -7.2
NSc1ccccn1 | 90.4* | 89.7* | 99.0* | 97.8* | 96.7* | 93.5*
COc1ccc(C(=O)C(=O)c2ccc(OC)cc2)cc1 | 10.1 | -23.0 | 5.8 | 14.1 | 0.5 | 10.6
CC(=O)c1sc2c(c1OC(=O)c1ccco1)c(=O)n(-c1ccccc1)c(=S)n2-c1ccccc1 | 20.8 | 25.6 | 6.8 | 23.7 | 33.9 | 18.2
CC(C)N1COC(c2ccccc2)C1 (centres undefined) | 6.0 | -17.9 | -24.9 | -19.1 | -26.1 | 0.3
CCCCCCCCCCCC | -33.9 | -25.9 | 37.9 | 13.6 | -9.9 | 25.4
O=c1[nH]c2ccc(Cl)cc2o1 | 15.7&15.6 | -1.9&23.1 | 92.0* | -2.8&15.4 | -2.6&24.9 | 2.1&3.9

Twelve entries from above, set out differently:
Second line of a record: rad50, yeast cln2 rad14, bub3, sgs1 mgt1, mlh1 rad18, yeast mec2-1
C/C=C/C(O)CCCC (centres undefined)
  -13.2, 2.8, -28.2, 4.2, -7.2, -7.2
COc1ccc(NC(=O)C(=O)C2NC(=S)NC2=O)c(OC)c1 (centres undefined)
  34.4, 15.3, 3.0, 11.6, 3.2, 16.5
O=C(O)C1=CCCc2ccc3ccccc3c21
  10.2, -20.4, -27.9, 0.2, 6.2, 6.0
CC(=O)Oc1ccc(Br)cc1C(=O)O
  -15.2, -26.9, -10.6, -9.7, 4.2, -24.2
CCOC(=O)c1ncc(Cl)cc1N
  2.9, -40.8, -38.0, 11.5, -1.5, -3.8
CCOC(=O)COc1ccccc1/C=N/NC(N)=S
  -11.0, -36.9, -4.4, -6.3, -4.5, -16.9
C=CCO[Si](C=C)(OCC=C)OCC=C
  31.8, 10.7, 9.6, -5.3, -4.0, -10.9
COc1cc(OC)cc(C2OC3=C(Nc4ccc([N+](=O)[O-])cc4N3)C2=O)c1 (centres undefined)
  86.8*, 57.0, 51.2, 81.1*, 82.4*, 59.8
COc1ccc(/C=C(\NC(=O)c2ccccc2)c2nc3ccccc3[nH]2)cc1
  -42.6, -38.4, -7.2, -1.4, 4.7, -7.2
NSc1ccccn1
  90.4*, 89.7*, 99.0*, 97.8*, 96.7*, 93.5*
COc1ccc(C(=O)C(=O)c2ccc(OC)cc2)cc1
  10.1, -23.0, 5.8, 14.1, 0.5, 10.6
CC(=O)c1sc2c(c1OC(=O)c1ccco1)c(=O)n(-c1ccccc1)c(=S)n2-c1ccccc1
  20.8, 25.6, 6.8, 23.7, 33.9, 18.2

Additional compounds follow:
SMILES | rad50 | yeast cln2 rad14 | bub3 | sgs1 mgt1 | mlh1 rad18 | yeast mec2-1
Cc1ccc(C)c(NC(=O)C(=O)C(C(=O)c2ccc3ccccc3c2)C2OC(=O)c3ccccc32)c1 (centres undefined) | 23.9 | 23.5 | 4.2 | 35.9 | 13.7 | 15.8
Cn1c2ccccc2c2ccc3c(c21)C(=O)c1ccccc1C3=O | 3.5 | -60.2 | 8.2 | 0.7 | 6.2 | -3.6
Cc1ccc(-c2nnc(CCCCCCCCc3nnc(-c4ccc(C)cc4O)n3N)n2N)c(O)c1 | 9.2 | 7.5 | 1.8 | 3.8 | 0.5 | -21.9
CCC(C(=O)O)C1=CCCc2c(C)ccc(C)c21 (centres undefined) | 23.6 | 25.3 | 11.7 | 21.6 | 23.2 | 13.2
CC(C)CCC(=O)OC1=C(O)C(=O)C(OC(=O)CCC(C)C)=C(O)C1=O | -17.4 | -79.0 | 4.2 | -5.8 | -7.7 | -28.6
COc1ccccc1N=C(N)N/N=C/c1c[nH]c2ccccc12 | 0.2 | 17.0 | 1.4 | -9.6 | 15.2 | -8.8
CC(=O)c1cc([N+](=O)[O-])c(N)s1 | 7.3 | 5.2 | -4.2 | -13.2 | -3.8 | -3.2
COc1ccc(S(=O)(=O)Cl)cc1 | -18.6 | -14.2 | -1.9 | 1.9 | 9.9 | -11.4
NC(=O)N=P(c1ccccc1)(c1ccccc1)c1ccccc1 | -9.9 | 7.8 | 3.0 | -6.0 | -12.9 | 12.6
Nc1nc(N)c(N=Nc2ccc(C(=O)O)cc2)c(=O)[nH]1 | 6.5&-1.6 | -47.1&-20.9 | -2.6&-10.4 | -2.9&-3.4 | -9.4&19.2 | -8.9&-14.6
NC(=S)N/N=C1\CCCc2ccccc21 | 60.8 | 41.9 | 7.2 | 42.3 | 52.8 | 21.2
Cc1cc(C)c(C(=O)CCCC(=O)O)c(C)c1 | 14.8 | -36.8 | 4.0 | -7.0 | -4.7 | 14.0
CCC(O)C(C)C=O (centres undefined) | -3.1 | -23.1 | -3.4 | 8.2 | 10.7 | -20.2
CCOC(=O)c1ccc(N=Nc2ccc(N(CCC#N)CCC#N)cc2C)cc1 | -47.5 | -4.4 | -36.8 | -27.4 | -24.5 | -50.6
CC(C)CC(=O)C1C(=O)c2ccccc2C1=O | 26.6&9.3 | -6.7&1.3 | 5.1&0.3 | 6.0&6.2 | 17.4&-10.4 | -8.3&9.3
CCNC(=O)C(CCC1CCCCC1)CCC1CCCCC1 | 1.8 | -42.1 | 20.8 | 8.7 | -6.8 | 0.1
CCOC(=O)N1N=NC(c2ccccc2)C1(c1ccccc1)N1CCOCC1 (centres undefined) | 38.8 | 4.0 | 10.4 | 30.3 | 8.7 | -14.8
CC(=O)/C(=C\n1c(=S)[nH]c2ccc([N+](=O)[O-])cc21)C(=O)Nc1ccccc1C | 2.1 | -2.8 | -20.4 | -5.0 | -7.3 | -44.8
NC1=NCCN1 | 31.9 | -1.9 | 16.8 | 3.5 | 24.3 | 11.3
CCCCCCC(=O)/C=C/c1ccccc1OCOC | -3.4 | -13.7 | -18.9 | 4.6 | -4.5 | -9.8
CCOC(=O)CNC(=O)CNC(=O)CNS(=O)(=O)c1ccc(C)cc1 | -22.1 | -28.5 | 10.9 | 3.1 | -45.8 | 15.2
Cc1cccc(N/N=C2\CCSc3ccccc32)c1 | 17.9 | 6.0 | 3.8 | 3.4 | 4.0 | 8.4
CC(=O)c1c[nH]c(=O)c2cc3c(cc12)OCO3 | -42.8 | -10.4 | 12.8 | -7.8 | -8.3 | -14.1
Nc1ccncc1CCc1ccccc1 | 5.5 | 12.8 | -18.0 | -2.0 | 3.1 | -16.2
CC(O)C1CCCCC1O (centres undefined) | 5.2 | -8.7 | -9.6 | -2.9 | -11.3 | -28.3
CN(CCN(C)C(=O)CCn1ccc(=O)[nH]c1=O)C(=O)CCn1ccc(=O)[nH]c1=O | -28.5 | 1.8 | -20.0 | 0.6 | -6.4 | 13.4
CC(C)(C)OC(=O)NCC(=O)NC1CC=CCC1NC(=O)CNC(=O)OC(C)(C)C (centres undefined) | -9.9 | -4.6 | -12.9 | -18.1 | -10.2 | -38.4
O=C1CC2CCCCC2CC1c1ccccc1 (centres undefined) | 6.3 | -22.6 | -22.5 | -4.5 | -12.2 | -0.4
CC(C)(C)c1cc(Br)c(O)c(CN(Cc2cc(C(C)(C)C)cc(Br)c2O)C2CCCCC2)c1 | 16.1 | -14.2 | -35.2 | -34.2 | 1.4 | -24.9
CC1(CBr)COC(c2ccccc2)(c2ccccc2)OC1 | 18.1 | -31.4 | -22.2 | 20.6 | 28.5 | -2.4
COC1CCC2(C)C3CCC4C(=CCC5C(C)(C)C(=O)CCC45C)CC3(C)CCC2C1(C)C (centres undefined) | 16.3 | -12.8 | -2.2 | -8.6 | -12.1 | -11.3
O=C(OCc1ccccc1CN1CCOCC1)c1cccc(Cl)c1 | 13.8 | -0.1 | -6.2 | 17.3 | 7.3 | -1.6
[N-]=[N+]=CC(=O)c1ccccc1C#CCCc1ccccc1 | -3.5 | -10.6 | 13.2 | -7.5 | 0.2 | -1.1
CCCC(Sc1nc(N)nc2nc[nH]c12)C(=O)O (centres undefined) | -18.7 | -24.3 | -29.0 | -26.3 | 4.9 | -10.2
CC1(C)C(C#N)=[N+]([O-])C(C)(C)N1O | -11.9 | 18.4 | 11.7 | 10.9 | 23.7 | 26.2
CC(C(=O)c1ccc2cc(Br)c3ccccc3c2c1)N(C)C (centres undefined) | 99.4* | 99.5* | 99.4* | 99.2* | 99.3* | 98.5*
O=c1c(SCc2ccc(Cl)cc2Cl)c(SCc2ccc(Cl)cc2Cl)cnn1-c1ccccc1 | 16.8 | 23.9 | 1.1 | 7.3 | 4.0 | -1.4
Nc1cccc(OCCOc2ccccc2[N+](=O)[O-])c1 | 5.0 | -4.7 | 29.5 | 28.1 | 18.9 | 26.6
CC(=O)Nc1cc2[nH]c(=O)c3cc(Cl)ccc3c2cc1[N+](=O)[O-] | 28.8 | 27.1 | 23.6 | 1.6 | 57.8 | 36.1
C/C=C(/C)C(=O)O[C@@H]1c2c(C)coc2C(=O)[C@@]2(OC(C)=O)CCC[C@@](C)(O)[C@@]12C | 26.8 | 22.6 | 39.4 | 24.3 | 43.9 | 9.6
N#CC1CN(C2CCCCC2)C(=O)C1=O (centres undefined) | -6.7 | -17.9 | -5.9 | -7.8 | -24.9 | -29.9
